NTR1 agonist: NTR1-driven beta-arrestin-GFP spot formation – imaging, U2OS cells, high content, primary screen (AID 493036); 0.17% of 330,000 active; activation, % at 20 µM; agonist mode;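 active means activation at or above 40% of the spot to cytoplasm intensity ratio, with at least 20 cells analyzed; inconclusive means wells under 20 cells, flagged as cytotoxic or low count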;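 further: 0% = DMSO without peptide and 100% = 100 nM NTR1 peptide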
Target sequence (P30989 whole entry, looked up): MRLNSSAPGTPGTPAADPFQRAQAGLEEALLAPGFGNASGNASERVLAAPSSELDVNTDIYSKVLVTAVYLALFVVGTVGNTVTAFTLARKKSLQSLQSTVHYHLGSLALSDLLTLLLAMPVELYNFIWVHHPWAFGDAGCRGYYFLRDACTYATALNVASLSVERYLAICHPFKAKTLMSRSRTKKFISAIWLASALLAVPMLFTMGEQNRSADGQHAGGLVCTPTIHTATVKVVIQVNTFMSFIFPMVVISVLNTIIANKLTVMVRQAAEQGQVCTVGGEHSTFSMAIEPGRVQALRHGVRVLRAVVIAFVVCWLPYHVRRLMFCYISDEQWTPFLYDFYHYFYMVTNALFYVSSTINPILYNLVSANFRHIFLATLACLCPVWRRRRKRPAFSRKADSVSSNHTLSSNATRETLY
HIV peptide binding: cell-free HIV fusion peptide-binding blockers – biochemical, uHTS, fluorescence dequenching, primary screen (AID 1986); 0.3% of 290,000 active; cell-free peptide binding, fluorescence dequenching, 30 min; higher % means a stronger effect; inhibition, % at 20 µM; hits with a dose series show IC50 in µM; in the data active means inhibition mostly above about 52%, no sharp cut-off; inactive means mostly below about 76%; further: some results filed as inactive read as strong as hits
Myeloid diff 2: promotes myeloid progenitor differentiation; ER-HoxA9 myeloid progenitors, lysozyme-GFP differentiation, flow cytometry; AID 624256; calls only at 10 µM; 1% of 360,000 active;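 active means normalized GFP-positive differentiation at or above the plate's own cutoff, the solvent-only control mean plus 3 SD; inconclusive means no clear call, values can overlap the other calls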;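 further: cells exposed to compound for four days before flow analysis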
PhoP inhibition: inhibitors of PhoP regulon expression, primary screen, Salmonella Typhimurium, GFP reporter (AID 1863); S. Typhimurium PhoP-regulated promoter GFP reporter, 4 h; higher % means a stronger effect; inhibition, % at 50 µM, or IC50 in µM where a hit was titrated; 0.16% of 300,000 active;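 active means inhibition over 29.93%, a cutoff 3 SD above the screen mean, later confirmed by dose response; inconclusive means inhibition over 29.93% but no dose response follow-up; inactive means inhibition at most 29.93% or unconfirmed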;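 further: 0% = low Mg2+ inducing control and 100% = high Mg2+ repressing control; strong numbers were not always called active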
SIAH1 antagonists: Siah-1 peptide-binding antagonists, primary screen, biochemical, fluorescence polarization, rhodamine-plectin, uHTS (AID 1817); Siah-1 / rhodamine-plectin peptide fluorescence polarization; higher % means a stronger effect; displacement, % at 20 µM; hits with a dose series show IC50 in µM; 0.02% of 290,000 active;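 active means displacement of at least 50% at 20 µM, with a fluorescence ratio check between 0.3 and a set limit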;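 further: plate controls were Siah plus tracer with DMSO for no effect and tracer alone without Siah for full effect; strong numbers were not always called active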
Rac1 GTP hydrolysis: MgcRacGAP GTPase-activating activity inhibitors, confirmation, biochemical, ADP Hunter fluorescence; MgcRacGAP-stimulated Rac1 GTP hydrolysis, ADP Hunter fluorescence; higher % means a stronger effect; GST-tagged Rac1 F28L mutant substrate; one-dose inhibition, % at 30 µM; IC50 in µM for titrated hits; 0.6% of 340,000 active;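 active means first-screen hits whose inhibition reached a set limit at any dose in the follow-up dose series; inconclusive means inhibition above the set first-screen limit but never retested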;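 further: fluorescence reports GDP produced by GAP-driven GTP hydrolysis; strong numbers were not always called active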
GPR55 antagonists: GPR55 antagonists blocking LPI-driven arrestin recruitment, primary screen, imaging, U2OS, beta-arrestin-GFP, LPI agonist (AID 2013); one-dose inhibition, % at 10 µM; IC50 in µM for titrated hits; 0.13% of 290,000 active; U2OS GPR55 beta-arrestin-GFP translocation imaging, LPI antagonism; higher % means a stronger effect;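 active means spots per cell inhibited over 60%, with over 100 cells counted and total cytoplasm intensity under 500,000; inconclusive means wells with under 100 cells, flagged as likely toxic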;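 further: U2OS cells stably carrying GPR55 and arrestin-GFP stimulated by 5 µM LPI near EC80; imaged beta-arrestin-GFP aggregate spots per cell after agonist stimulation; plate controls were LPI-stimulated DMSO wells for no effect and DMSO wells without LPI for full effect; some results filed as inactive read as strong as hits; confirmed hits need IC50 under 10 µM and bright autofluorescent wells are also inconclusive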
LYP phosphatase: inhibitors of LYP phosphatase, biochemical, fluorescence intensity, uHTS (AID 1779); recombinant LYP phosphatase, fluorescence intensity; higher % means a stronger effect; one-dose inhibition, % at 11.5 µM; IC50 in µM for titrated hits; 0.054% of 290,000 active; in the data active means inhibition above about 50%;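 further: plate controls were vehicle with enzyme for no effect and no enzyme for full effect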
GPR35 arrestin U2OS: inhibition of zaprinast-stimulated GPR35 beta-arrestin translocation – imaging, U2OS, beta-arrestin-GFP, zaprinast agonist, primary screen (AID 2058) | one-dose inhibition, % at 10 µM; IC50 in µM for titrated hits | 0.052% of 290,000 active | U2OS GPR35 beta-arrestin-GFP translocation imaging, zaprinast antagonism; higher % means a stronger effect;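 active means inhibition of at least 50% with at least 30 cells and total cytoplasm GFP at most 10,000,000; inconclusive means under 30 cells or total GFP of 10,000,000 plus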
NTR1 agonist cell count 20 µM: recorded beside NTR1 agonist, whose call it bears; cell count; measured here: cell count, cytotoxicity flag
Myeloid diff 2 GFP+ MAC1+ %: also measured in Myeloid diff 2; calls as there; GFP+ MAC1+ double positive, %; measured here: differentiation confirmed by MAC1 staining
The depositor's hits bear a star; i = inactive; ? = inconclusive; . = no result given.

Values run as follows: NTR1 agonist | NTR1 agonist cell count 20 µM | HIV peptide binding | Myeloid diff 2 | Myeloid diff 2 GFP+ MAC1+ % | PhoP inhibition | SIAH1 antagonists | Rac1 GTP hydrolysis | GPR55 antagonists | LYP phosphatase | GPR35 arrestin U2OS
> COc1ccc(C(=O)N2CCCC(c3nc(-c4ccc(OC)c(OC)c4)no3)C2)c(OC)c1 (centres undefined)
 : 0.5 | 66 | 4.3% | i | 0.9 | 16% | 1% | 5% | 16% | -4% | 6%
> Cc1ccccc1OCCCn1c(CO)nc2ccccc21
 : -0.2 | 77 | 1.9% | i | 0.5 | 6% | 16% | 0% | 3% | -4% | -10%
> CS(=O)(=O)N1CCN(c2ccc(NC(=O)CSc3nnc(-c4ccco4)o3)cc2)CC1
 : 3.4 | 46 | -1.0% | i | 0.1 | 13% | 4% | 5% | -11% | 0% | 6%
> Cc1ccc(NC(=S)NCc2ccc(S(N)(=O)=O)cc2)c(C)c1
 : -0.9 | 93 | -2.3% | i | 0.5 | 4% | -8% | 2% | 20% | -4% | -3%
> Cc1ccc(F)cc1NC(=O)c1sc2ncn(CC(=O)N3CCN(c4ccccn4)CC3)c(=O)c2c1C
 : 0.5 | 62 | 1.6% | ? | . | 3% | 3% | . | 6% | -8% | -5%
> O=C(NC1=NCCS1)Nc1ccccc1
 : -0.6 | 83 | -0.1% | i | 1.2 | 3% | 3% | 10% | -3% | 1% | 16%
> C=C(C)c1cccc(C(C)(C)NC(=O)NCCCN2CCCC2=O)c1
 : -0.8 | 50 | -1.4% | i | 5.0 | 12% | 2% | 0% | . | 1% | 6%
> COc1ccc(N2CCCC2)c(NC(=O)c2ccc(Br)o2)c1
 : -1.2 | 44 | 2.4% | i | 0.7 | 8% | 3% | ? | -5% | -7% | -5%
> Cc1ccc(NC(=O)CSc2nnc(-c3cnccn3)n2Cc2ccco2)cc1C
 : -0.7 | 90 | -2.2% | i | 0.4 | 1% | 2% | 7% | 64% | 7% | -2%
> CC(NC(=O)Cc1ccccc1[N+](=O)[O-])c1ccccc1 (centres undefined)
 : -1.5 | 67 | -2.6% | . | . | 16% | -2% | . | 12% | -6% | 3%
> CN1CCN(C(=S)NC(=O)c2ccco2)CC1
 : 0.1 | 59 | -1.2% | i | 0.3 | -6% | -1% | 0% | -1% | -11% | 8%
> COc1ccc(/C=C/C(=O)N(C)Cc2cccs2)cc1S(=O)(=O)N1CCOCC1
 : -1.3 | 57 | -0.2% | i | 0.5 | 5% | 0% | 8% | 4% | -9% | 21%
> CC(C)=NNc1nc2c(c(=O)n(C)c(=O)n2C)n1CCc1ccccc1
 : 2.1 | 76 | -2.5% | i | 0.4 | 1% | -11% | 10% | -15% | -10% | -14%
> CC1CCCC(NC(=O)CCC(=O)c2ccc(F)cc2)C1C (centres undefined)
 : -1.3 | 62 | 0.5% | i | 1.1 | -7% | -4% | 1% | 5% | -2% | -1%
> COc1ccc(/C=C/C(=O)NCCCn2ccnc2)cc1
 : 0.6 | 49 | 2.4% | i | 0.5 | 0% | 2% | 1% | 6% | -6% | -6%
> CCS(=O)(=O)CCSc1nc(C)cc(C)c1C#N
 : 0.1 | 62 | -1.8% | i | 0.8 | 0% | 5% | 8% | 13% | -7% | -8%
> O=C(CSc1nc(C2CCCCC2)nc2ccccc12)N1CCCC1
 : 3.5 | 48 | -1.1% | i | 0.8 | -4% | 3% | 5% | 7% | 1% | -15%
> Cc1nc(Nc2ccc(S(=O)(=O)N3CCCC3)cc2)c2nnn(Cc3ccccc3)c2n1
 : 7.9 | 68 | 0.3% | i | 0.6 | 6% | -4% | 4% | 3% | -1% | 0%
> CC(C)CNC(=S)NNC(=O)c1ccc(OC(F)F)cc1
 : -1.2 | 77 | -1.6% | i | 0.7 | -3% | 4% | 6% | 27% | -8% | -3%
> CCCCCCOc1ccc(N2C(=O)CC(S/C(N)=N/N=C(\C)c3cccs3)C2=O)cc1 (centres undefined)
 : 14 | 39 | 3.3% | i | 1.8 | 4% | 2% | 6% | -7% | 2% | -1%
> O=C(c1ccccc1)N1CCN(c2ncnc3c2cnn3-c2ccccc2)CC1
 : 0.4 | 81 | 2.8% | i | 0.3 | -8% | 0% | 4% | 2% | -8% | 7%
> COC(=O)c1ccccc1SCC(=O)Nc1ccc(N2CCOCC2)cc1
 : -0.2 | 64 | -2.0% | i | 0.9 | -4% | -6% | 8% | 15% | -8% | -10%
> CCCCNC(=S)NNC(=O)c1cc(-c2cccnc2)nc2ccccc12
 : 2.0 | 69 | -0.3% | i | 1.7 | 4% | -6% | -6% | 15% | 0% | -3%
> Cc1ccc(NC(=O)CN(C)C(=O)Cc2ccccc2F)cc1
 : -0.8 | 57 | -1.5% | i | 0.5 | -3% | 1% | 6% | 2% | -4% | -16%
> Cc1scc(C(=O)N2CCN(c3ccc(Cl)cc3)CC2)c1C
 : 2.4 | 65 | -2.5% | i | 0.5 | -4% | -2% | 13% | 2% | -2% | 32%
> COCCNC(=O)C1CCCN(S(=O)(=O)c2cccc3nsnc23)C1 (centres undefined)
 : 0.1 | 58 | -1.8% | ? | . | 9% | -3% | -27% | -1% | -4% | -5%
> COC(=O)c1ccc(N/C=C/C(=O)c2ccc(OC)c(OC)c2)cc1
 : -0.1 | 55 | 0.1% | i | 10 | -12% | 1% | -4% | -5% | -1% | -16%
> Cc1ccc(NC(=O)C2C3C=CC4(CN(Cc5cccnc5)C(=O)C24)O3)cc1F (centres undefined)
 : -1.2 | 62 | -2.0% | i | 2.3 | -4% | -2% | 7% | 5% | -6% | 10%
> CC(C)COC(=O)/C(C#N)=C/c1cn(Cc2ccccc2)c2ccccc12
 : . | . | -2.1% | i | 0.3 | -23% | 4% | 4% | 2% | -8% | 6%
> Cc1ccc(S(=O)(=O)NCCCNS(=O)(=O)c2ccccc2[N+](=O)[O-])cc1
 : -1.2 | 73 | -2.1% | i | 1.0 | -7% | 1% | -10% | -3% | -13% | -13%
> Cc1noc(C)c1COc1cccc(C(=O)N2CCN(C/C=C/c3ccccc3)CC2)c1
 : -2.2 | 101 | 2.3% | i | 1.1 | 21% | 0% | 4% | -5% | -5% | -7%
> C#CCOCCOCCOCCNc1nc(N2CCN(C(=O)[C@H](C)n3cc(CCCN=C(N)N)nn3)CC2)nc(N2CCN(C(=O)[C@H](C)n3cc(CCCN=C(N)N)nn3)CC2)n1
 : 0.3 | 73 | -0.2% | i | 1.8 | 1% | 0% | 5% | -8% | -1% | -6%
> CCNc1nc2[nH]c(=O)c3c(c2s1)OC(N)=C(C#N)C3c1ccc(C)cc1 (centres undefined)
 : 1.1 | 69 | 20% | i | 0.5 | -21% | 5% | 15% | -6% | 0% | 8%
> O=C(NCCN1CCN(S(=O)(=O)c2ccc([N+](=O)[O-])cc2)CC1)C(=O)Nc1ccccc1
 : 0.6 | 70 | -0.1% | i | 0.2 | 5% | 6% | 4% | 2% | -9% | 6%
> CCn1nc(C)cc1C(=O)Sc1cccc(Br)c1
 : 5.7 | 61 | 2.0% | i | 0.1 | -12% | 19% | 24% | 4% | -4% | 4%
> Cc1sc2nc(CN(C(=O)NCc3ccccc3)C3CCCC3)[nH]c(=O)c2c1C
 : 2.2 | 60 | 1.2% | i | 0.6 | -8% | 4% | 7% | 7% | -3% | -5%
> CCC1=C(OC(=O)c2ccccc2)C(C)(C)C(c2ccccc2)OC1=O (centres undefined)
 : 2.1 | 67 | -0.3% | i | 0.8 | 8% | 1% | 1% | -11% | -4% | 10%
> Cc1nn(-c2nc3ccccc3[nH]2)c(N)c1-c1ccc(Cl)cc1
 : 21 | 60 | 5.8% | i | 0.5 | 9% | 1% | 14% | 10% | 0% | 4%
> O=C(Nc1ccc(Cl)cn1)Nc1ccc(Cl)cn1
 : -0.1 | 107 | 0.5% | i | 0.1 | 11% | -2% | 13% | 0% | -5% | 1%
> CC(C)CC(NC(=O)CCC(=O)OCC(=O)[C@@]1(O)CCC2[C@@H]3CCC4=CC(=O)C=C[C@]4(C)C3[C@@H](O)C[C@@]21C)C(=O)O (some centres undefined)
 : -0.4 | 92 | -1.0% | i | 3.7 | -5% | -8% | 2% | -3% | -6% | 0%
> C/C(=N\Nc1nc2ccccc2[nH]1)c1ccc(N2CCOCC2)cc1
 : 3.0 | 60 | -1.5% | i | 0.4 | -3% | -7% | 14% | 8% | -3% | 0%
> Cc1ccc(-n2nnnc2CCl)cc1
 : . | . | -0.2% | i | 0.4 | 4% | 0% | 1% | 8% | -8% | 8%
> O=c1c2c(nc3nc(SCc4ccccc4)[nH]n13)CCC2
 : 0.8 | 80 | 0.2% | i | 0.7 | -8% | 0% | 10% | 8% | -2% | 0%
> O=C1CC(c2ccco2)CC(O)=C1C=NCCN1CCN(C(=S)Nc2ccccc2)CC1 (centres undefined)
 : 1.5 | 44 | -0.4% | i | 0.4 | -9% | 1% | 5% | 2% | -4% | 0%
> Cc1cc2c(cc1S(=O)(=O)Nc1ccc(F)cc1)n(C)c(=O)c(=O)n2C
 : 18 | 62 | 0.5% | i | 2.2 | . | -3% | 2% | 10% | -10% | -7%
> CN(C)S(=O)(=O)c1ccc(Cl)c(C(=O)OCC(=O)NC(=O)c2cccn2C)c1
 : 1.0 | 64 | 1.6% | i | 0.6 | 4% | 3% | -2% | 1% | 0% | -10%
> CCOc1ccc(CCNC(=O)c2cc(C)on2)cc1OCC
 : -0.2 | 64 | 0.8% | i | 0.4 | -7% | 3% | 6% | 7% | 2% | -6%
> C=CCN1C(=O)c2ccc(C(=O)NCC(c3ccccc3)N(C)C)cc2C1=O (centres undefined)
 : 0.0 | 62 | -1.8% | i | 0.7 | -5% | 1% | 9% | 13% | -10% | -3%
> Cc1cc(C)cc(OCc2nnc(SCC(=O)Nc3ccccc3)o2)c1
 : 1.5 | 60 | -0.1% | i | 0.8 | 10% | 7% | 3% | 6% | -1% | -3%
> Cc1c(-n2cc(C(=O)O)c(=O)c3cc(F)c(N4CCCC4)c(F)c32)c(=O)n(-c2ccccc2)n1C
 : -0.5 | 75 | 1.5% | i | 1.4 | . | 0% | 8% | 10% | -6% | 13%
> CCN(CC)c1ccc(C(=O)N2CCN(Cc3ccccc3)CC2)cc1
 : -1.0 | 88 | -0.8% | i | 0.1 | 1% | 0% | 1% | -1% | 4% | -2%

Screening data from PubChem BioAssay.
